OX1R antag-1 = OX1R (human) antagonism; O43613; OX1R-expressing cells, FRET antagonist read-out; inhibition, % at 6.6 µM; actives 1.8% (n = 330,000); AID 485270; in the data active = inhibition mostly above about 38%, no sharp cut-off; inactive = mostly below about 40%;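 note: 0% = agonist challenge alone and 100% = reference antagonist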
Target sequence (O43613 whole entry, looked up): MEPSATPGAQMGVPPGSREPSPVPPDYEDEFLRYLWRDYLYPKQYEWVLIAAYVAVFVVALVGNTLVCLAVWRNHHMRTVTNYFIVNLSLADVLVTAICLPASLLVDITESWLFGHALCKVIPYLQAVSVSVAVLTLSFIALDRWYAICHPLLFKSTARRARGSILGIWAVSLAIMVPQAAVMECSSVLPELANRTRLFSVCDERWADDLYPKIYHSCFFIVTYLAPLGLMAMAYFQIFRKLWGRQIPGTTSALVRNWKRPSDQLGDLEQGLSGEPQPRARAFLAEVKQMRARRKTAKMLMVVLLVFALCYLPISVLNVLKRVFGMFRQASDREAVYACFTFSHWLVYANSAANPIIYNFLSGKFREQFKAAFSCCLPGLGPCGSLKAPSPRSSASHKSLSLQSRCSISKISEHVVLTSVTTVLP
STK33 kinase inh = human STK33 kinase inhibition. Q9BYT3. purified STK33, MBP phosphorylation, ADP-Glo luminescence. inhibition, % at 10 µM. actives 0.073% (n = 320,000). AID 2661;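 active = inhibition at or above 25%, using the most active replicate where run in duplicate; inactive = inhibition below 25%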
Target sequence (Q9BYT3 whole entry, looked up): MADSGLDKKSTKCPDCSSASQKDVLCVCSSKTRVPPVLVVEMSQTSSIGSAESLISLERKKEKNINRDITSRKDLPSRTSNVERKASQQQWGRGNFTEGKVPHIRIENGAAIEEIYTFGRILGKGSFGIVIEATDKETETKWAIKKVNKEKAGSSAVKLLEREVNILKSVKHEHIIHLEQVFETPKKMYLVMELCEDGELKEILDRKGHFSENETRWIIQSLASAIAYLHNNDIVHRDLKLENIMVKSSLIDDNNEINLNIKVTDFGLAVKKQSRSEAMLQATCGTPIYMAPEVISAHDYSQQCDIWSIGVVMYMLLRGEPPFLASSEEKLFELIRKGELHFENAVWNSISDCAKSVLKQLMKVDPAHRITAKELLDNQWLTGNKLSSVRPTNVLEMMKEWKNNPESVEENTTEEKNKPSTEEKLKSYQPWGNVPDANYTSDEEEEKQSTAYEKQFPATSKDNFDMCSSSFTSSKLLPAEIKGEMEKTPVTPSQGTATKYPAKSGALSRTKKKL
OX1R antag-2 = antagonists of human orexin 1 receptor. O43613. CHO/OX1R cells, Fluo-8 calcium fluorescence, orexin A. inhibition, % at 5 µM. actives 0.43% (n = 330,000). AID 434989;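 active = inhibition above its plate's threshold, mean inhibition of all tested compounds on the plate plus 3 SD, cut at about 37% in these data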;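 note: 0% = orexin A challenge wells and 100% = SB-334867-A antagonist wells; not every result past the cut was called active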
An asterisk follows results filed as active.

`CCOCCCNC(=O)C(=O)NCCCOCC` gave OX1R antag-1 22, STK33 kinase inh -0.2 and OX1R antag-2 -6.
`O=C(N1CCN(c2ncccn2)CC1)C12CC3CC(CC(C3)C1)C2` gave OX1R antag-1 36, STK33 kinase inh -2.4 and OX1R antag-2 -21.
For O=C(CSc1nc2ccccc2o1)Nc1nc(-c2ccccc2)c(-c2ccccc2)s1 the results were OX1R antag-1 26, STK33 kinase inh -0.6 and OX1R antag-2 -24.
For COC(=O)[C@H](CCSC)NC(=O)NC1CCN(Cc2ccccc2)CC1 the results were OX1R antag-1 -6, STK33 kinase inh -1.7 and OX1R antag-2 -15.
Screening COc1ccc(OC)c(/C=C/C(=O)Nc2ccc3c(c2)CCC3)c1 returned OX1R antag-1 69*, STK33 kinase inh -0.5 and OX1R antag-2 -26.
`CSCC[C@H](NC(=O)[C@@H]1CSC2c3ccccc3C(=O)N21)C(=O)N1CCC[C@H]1CO` (some centres not stated) gave OX1R antag-1 14, STK33 kinase inh -2.4 and OX1R antag-2 -22.
For CCCN(C(=O)COc1ccc(C(C)=O)cc1OC)C1CCS(=O)(=O)C1 (configuration not stated) the results were OX1R antag-1 4, STK33 kinase inh 0.1 and OX1R antag-2 -9.
Screening Cc1[nH]nc2c1C1(CCOCC1)C(C#N)=C(N)O2 returned OX1R antag-1 11, STK33 kinase inh 0.5 and OX1R antag-2 -2.
C=C(C)Cn1c(CCCNC(=O)CCC)nc2ccccc21 was read as OX1R antag-1 -4, STK33 kinase inh -0.4 and OX1R antag-2 -37.
Screening O=C(/C=C/c1ccc(Br)o1)OCc1nc2ccsc2c(=O)[nH]1 returned OX1R antag-1 11, STK33 kinase inh -0.3 and OX1R antag-2 15.
`CC(N=Cc1cc([N+](=O)[O-])ccc1O)c1ccccc1` (configuration not stated) gave OX1R antag-1 28, STK33 kinase inh -1.0 and OX1R antag-2 -12.
For Cc1ccc(C2C(C(N)=S)=C(N)OC3=C2C(=O)CC(C)(C)C3)cc1 (configuration not stated) the results were OX1R antag-1 13, STK33 kinase inh 0.4 and OX1R antag-2 -22.
O=C(CCc1c[nH]c2ccccc12)NCC(=O)Nc1ccc(F)c(F)c1F was read as OX1R antag-1 14, STK33 kinase inh 1.1 and OX1R antag-2 2.
Nc1ccc(S(=O)(=O)Nc2nccc(/C=C/c3ccc(Br)s3)n2)cc1 was read as OX1R antag-1 4, STK33 kinase inh 0.9 and OX1R antag-2 -19.
Screening Cc1sc2ncnc(SCC(=O)c3ccc4c(c3)OCCO4)c2c1-c1ccccc1 returned OX1R antag-1 18, STK33 kinase inh -0.3 and OX1R antag-2 -37.
`CCCCNC(=S)Nc1ccc(OC)nc1` gave OX1R antag-1 45, STK33 kinase inh -0.6 and OX1R antag-2 -9.
Screening CCOC(=O)c1ccc(S(=O)(=O)NNc2ccc(C(F)(F)F)cn2)cc1 returned OX1R antag-1 10, STK33 kinase inh -2.1 and OX1R antag-2 11.
For O=C(C[n+]1cccc(CNC(=O)c2ccc(OC(F)F)cc2)c1)Nc1cc(C(F)(F)F)ccc1Cl the results were OX1R antag-1 4, STK33 kinase inh -0.7 and OX1R antag-2 -6.
COc1ccc(N2C(=O)C(O)C2c2ccc(C)cc2)cc1 (configuration not stated) was read as OX1R antag-1 4, STK33 kinase inh -1.0 and OX1R antag-2 5.
For CCN(CC(=O)NCc1ccc(F)cc1)C(=O)c1ccc(Cl)cc1 the results were OX1R antag-1 1, STK33 kinase inh -1.1 and OX1R antag-2 -12.
For CCCSc1ccc([C@@H]2[C@H]3C(=O)N(CC)C(=O)[C@H]3[C@]3(C(=O)OC)CCCN23)cc1OC the results were OX1R antag-1 23, STK33 kinase inh 1.8 and OX1R antag-2 -28.
`CCn1c(C)nc2cc(C(=O)NNC(=S)Nc3ccc(F)cc3)ccc21` gave OX1R antag-1 23, STK33 kinase inh -0.4 and OX1R antag-2 -3.
Screening COc1cc(OC)cc(-c2c(C#Cc3ccsc3)c3cc(-c4ccc(CN5CCOCC5)cc4)ccc3n2C)c1 returned OX1R antag-1 0, STK33 kinase inh -1.5 and OX1R antag-2 -25.
Cc1nc2cc(NC(=O)CSc3nc4c(C)cccc4cc3C#N)ccc2s1 was read as OX1R antag-1 5, STK33 kinase inh -1.9 and OX1R antag-2 -18.
For CCC1COC(c2cccn2Cc2ccc(Cl)cc2)=N1 (configuration not stated) the results were OX1R antag-1 13, STK33 kinase inh -1.0 and OX1R antag-2 -26.
Screening O=c1c2sccc2nc(SCc2ccc([N+](=O)[O-])cc2)n1Cc1ccccn1 returned OX1R antag-1 20, STK33 kinase inh -1.8 and OX1R antag-2 -8.
Screening Cc1ccc(C2CCN(C(=O)Nc3ccc(F)cc3)C2)cc1 (configuration not stated) returned OX1R antag-1 10, STK33 kinase inh 0.0 and OX1R antag-2 -19.
`CCOC(=O)NC(NC(=S)Nc1ccccc1[N+](=O)[O-])C(Cl)(Cl)Cl` (configuration not stated) gave OX1R antag-1 22, STK33 kinase inh 0.7 and OX1R antag-2 -18.
`Cc1ccc(C(=O)N2CCOCC2)c(F)c1F` gave OX1R antag-1 -4, STK33 kinase inh 0.9 and OX1R antag-2 0.
Screening O=C(NNC(=O)C12CC3CC(CC(C3)C1)C2)c1ccccc1[N+](=O)[O-] returned OX1R antag-1 16, STK33 kinase inh -2.4 and OX1R antag-2 -5.
Screening COC(=O)c1ccccc1NC(=O)CSc1nc2ccccc2c(=O)[nH]1 returned OX1R antag-1 57, STK33 kinase inh -0.1 and OX1R antag-2 6.
For CCC(C)[C@H](NC(=O)N1CCCCCC1)C(=O)OC (some centres not stated) the results were OX1R antag-1 4, STK33 kinase inh -0.3 and OX1R antag-2 -21.
`CCc1ccccc1NC1=NCC(=O)N1C1CCCCC1` gave OX1R antag-1 25, STK33 kinase inh 0.0 and OX1R antag-2 -6.
For CSCCC1NC(=O)N(CC(=O)Nc2ccc(N3CCCCC3)cc2)C1=O (configuration not stated) the results were OX1R antag-1 5, STK33 kinase inh -0.1 and OX1R antag-2 -10.
`O=C(COc1ccc(Br)cc1CNCCCN1CCOCC1)Nc1ccccc1` gave OX1R antag-1 17, STK33 kinase inh -2.0 and OX1R antag-2 -2.
`COc1ccc(C(=O)CSc2nnc(-c3cccs3)n2-c2ccccc2)cc1` gave OX1R antag-1 25, STK33 kinase inh 0.4 and OX1R antag-2 -19.
For Cc1cccc(C(=O)NNC(=S)NC(=O)c2ccccc2)c1 the results were OX1R antag-1 8, STK33 kinase inh -0.6 and OX1R antag-2 62*.
Screening CCOc1nc(N2CCOCC2)nc(C)c1[N+](=O)[O-] returned OX1R antag-1 6, STK33 kinase inh 0.1 and OX1R antag-2 -1.
For Cc1ccc(NC(=O)CSc2nc3ccccc3c(=O)n2Cc2cccs2)cc1 the results were OX1R antag-1 0, STK33 kinase inh -0.2 and OX1R antag-2 -8.
Screening CCOc1ccc(S(=O)(=O)N(C)CC(=O)N2CCN(CC)CC2)cc1 returned OX1R antag-1 11, STK33 kinase inh -0.7 and OX1R antag-2 -14.
Cc1ccc([N+](=O)[O-])cc1NC(=O)Cc1cccs1 was read as OX1R antag-1 11 and OX1R antag-2 -8.
CCn1c(/C=C/c2c(C)[nH]c3ccccc23)nc2ccccc2c1=O was read as OX1R antag-1 11 and OX1R antag-2 -30.
For COC(=O)c1cc(NC(=O)CN2C(=O)CSC2=O)ccc1Cl the results were OX1R antag-1 11, STK33 kinase inh -1.3 and OX1R antag-2 -1.
`COc1ccccc1N1CCN(C(=O)CSc2ccc3c(C)cc(C)nc3n2)CC1` gave OX1R antag-1 12, STK33 kinase inh 0.6 and OX1R antag-2 -39.
Screening CN1CCN(C(=O)C2=C[C@H](c3ccc(C(F)(F)F)cc3)C[C@H](OCCCCO)O2)CC1 returned OX1R antag-1 25, STK33 kinase inh 0.1 and OX1R antag-2 -18.
CSc1nnc2c(n1)c(C)nn2-c1ccc(C)cc1 was read as OX1R antag-1 7, STK33 kinase inh -0.2 and OX1R antag-2 -14.
`COc1ccc(C(=O)Nn2c(C)nc3ccccc3c2=O)cc1OC` gave OX1R antag-1 1, STK33 kinase inh -0.3 and OX1R antag-2 -14.
For Cn1c(=O)c(C(N)=S)cn(-c2ccccc2)c1=O the results were OX1R antag-1 0, STK33 kinase inh 0.8 and OX1R antag-2 -11.
`CCOC(=O)c1cc(-c2nnc(SCC(=O)Nc3ccc(F)cc3)o2)c(C)nc1C` gave OX1R antag-1 18, STK33 kinase inh 0.5 and OX1R antag-2 -27.
For O=C(COc1ccc(S(=O)(=O)N2CCOCC2)cc1)NC1CCCCC1 the results were OX1R antag-1 -1, STK33 kinase inh -0.5 and OX1R antag-2 -7.
Screening CC12CC3CC(C)(C1)CC(NCc1ccncc1)(C3)C2 returned OX1R antag-1 28, STK33 kinase inh -2.7 and OX1R antag-2 -4.
CCOc1ccc(NC(=O)COc2cccc3c2CCN(Cc2cccnc2)C3=O)cc1 was read as OX1R antag-1 26, STK33 kinase inh -0.8 and OX1R antag-2 -27.
Screening Cc1cccnc1NC(=S)Nc1ncccc1C returned OX1R antag-1 14, STK33 kinase inh 1.9 and OX1R antag-2 1.
Screening COc1ccc(CCNC2CCN(C)CC2)cc1OC returned OX1R antag-1 8, STK33 kinase inh 0.6 and OX1R antag-2 -20.
Screening Clc1cc(Br)ccc1OCCN1CCOCC1 returned OX1R antag-1 6, STK33 kinase inh -1.7 and OX1R antag-2 -15.
CC(=O)NC(Cc1ccc(F)cc1)C(=O)NC1CCN(C(=O)Nc2cccc(C)c2)CC1 (configuration not stated) was read as OX1R antag-1 14, STK33 kinase inh 0.8 and OX1R antag-2 -1.
COc1cccc(CNC(=O)c2ccc3c(c2)N(C)CCS3)c1OC was read as OX1R antag-1 6, STK33 kinase inh -2.0 and OX1R antag-2 -22.
For CCOC(=O)C1(CCc2ccccc2)CCN(C2Cc3ccccc3C2)CC1 the results were OX1R antag-1 14, STK33 kinase inh -0.8 and OX1R antag-2 -44.
`Clc1ccc(C2Nc3cccc4cccc(c34)N2)cc1Cl` gave OX1R antag-1 3, STK33 kinase inh 0.0 and OX1R antag-2 -1.
CCOC(=O)C1=C(C)NC(C)=C(C(=O)OCC)C1C(=O)OCC(=O)NC was read as OX1R antag-1 13, STK33 kinase inh -0.4 and OX1R antag-2 2.
`CC1=C(C(=O)NC2CCCC(C)C2C)C2(CCCCC2)OC1=O` (configuration not stated) gave OX1R antag-1 8, STK33 kinase inh -0.8 and OX1R antag-2 -13.
`Cc1ccc(F)cc1CNC(=O)C1CCC(=O)N(CCc2ccccc2)C1` (configuration not stated) gave OX1R antag-1 14, STK33 kinase inh 0.0 and OX1R antag-2 -26.
For CCOc1ccccc1N=NC1C(=O)N(C(N)=S)N=C1C (configuration not stated) the results were OX1R antag-1 12, STK33 kinase inh 0.7 and OX1R antag-2 -2.
For Cc1ccc(-c2noc(C3CCCN(C(=O)c4ccccc4)C3)n2)o1 (configuration not stated) the results were OX1R antag-1 7, STK33 kinase inh 0.3 and OX1R antag-2 -10.
For CCC1=NC(c2ccccc2)N(O)C1(C)C (configuration not stated) the results were OX1R antag-1 18, STK33 kinase inh 0.4 and OX1R antag-2 -4.
For COc1ccc(Cl)cc1NC(=O)c1c(-c2ccccc2)noc1C the results were OX1R antag-1 17, STK33 kinase inh -0.6 and OX1R antag-2 -20.
CC(C)CC(=O)N1CCN(Cc2ccccc2[N+](=O)[O-])CC1 was read as OX1R antag-1 16, STK33 kinase inh -2.6 and OX1R antag-2 -11.
`NNC(=O)CC12CC3CC(C1)CC(n1ncnn1)(C3)C2` gave OX1R antag-1 0, STK33 kinase inh 0.0 and OX1R antag-2 -5.
COc1ccc2c(c1)C(=O)[C@H](O)[C@@H](c1ccc(OC)c(Br)c1)O2 was read as OX1R antag-1 38, STK33 kinase inh -0.9 and OX1R antag-2 -22.
Screening Cc1ccc(NS(=O)(=O)c2ccc(CCC(=O)N3CCCC3)cc2)cc1 returned OX1R antag-1 7, STK33 kinase inh -0.1 and OX1R antag-2 -12.
CCOC(=O)N=Nc1c(O)n(Cc2ccccc2)c2ccccc12 was read as OX1R antag-1 9, STK33 kinase inh 0.4 and OX1R antag-2 -9.
Screening O=C(CN1C2CCCC1CC(NC(=O)c1ccco1)C2)Nc1ccccc1C(F)(F)F (configuration not stated) returned OX1R antag-1 51* and OX1R antag-2 -3.

Entries listed so far that contain two or more sulfur atoms:
For O=C(CSc1nc2ccccc2o1)Nc1nc(-c2ccccc2)c(-c2ccccc2)s1 the results were OX1R antag-1 26, STK33 kinase inh -0.6 and OX1R antag-2 -24.
`CSCC[C@H](NC(=O)[C@@H]1CSC2c3ccccc3C(=O)N21)C(=O)N1CCC[C@H]1CO` (some centres not stated) gave OX1R antag-1 14, STK33 kinase inh -2.4 and OX1R antag-2 -22.
Nc1ccc(S(=O)(=O)Nc2nccc(/C=C/c3ccc(Br)s3)n2)cc1 was read as OX1R antag-1 4, STK33 kinase inh 0.9 and OX1R antag-2 -19.
Screening Cc1sc2ncnc(SCC(=O)c3ccc4c(c3)OCCO4)c2c1-c1ccccc1 returned OX1R antag-1 18, STK33 kinase inh -0.3 and OX1R antag-2 -37.
Cc1nc2cc(NC(=O)CSc3nc4c(C)cccc4cc3C#N)ccc2s1 was read as OX1R antag-1 5, STK33 kinase inh -1.9 and OX1R antag-2 -18.
Screening O=c1c2sccc2nc(SCc2ccc([N+](=O)[O-])cc2)n1Cc1ccccn1 returned OX1R antag-1 20, STK33 kinase inh -1.8 and OX1R antag-2 -8.
`COc1ccc(C(=O)CSc2nnc(-c3cccs3)n2-c2ccccc2)cc1` gave OX1R antag-1 25, STK33 kinase inh 0.4 and OX1R antag-2 -19.
For Cc1ccc(NC(=O)CSc2nc3ccccc3c(=O)n2Cc2cccs2)cc1 the results were OX1R antag-1 0, STK33 kinase inh -0.2 and OX1R antag-2 -8.
